T cell modulator = modulators of CD8 T cell-vesicle binding, primary screen, mouse 2C CD8+ T cells, flow cytometry | 2C CD8+ T cell-vesicle binding; stronger effect = lower value | calls only at 7 µM | 330,000 tested, 0.068% active;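 active means response, share of CD8 T cells binding vesicles, and their 90th percentile fluorescence all below set limits, cut at about 80% in these data, passing the limit was not always enough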
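material = purified 2C TCR transgenic mouse naive CD8+ T cells | controls = Unloaded micro-vesicles (low), QL9 vesicles with 0.7% DMSO (high) | detection = cytometric PE anti-B7-1 and Alexa647 anti-CD8 signals after 1% paraformaldehyde fixation | incubation = binding step 1.5 h, 37 °C, antibody labelling 20 min, ice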
K1F lysis inhibition = inhibition of K1F phage lysis, E. coli UTI89, bacterial capsule biogenesis inhibitors, alamar blue (AID 488966); inhibition, % at 100 µM, or IC50 in µM where a hit was titrated; 340,000 tested, 0.02% active; E. coli UTI89 K1F phage lysis, alamar blue, 2 h; higher % means a stronger effect;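 active means phage lysis inhibition, versus mean bacterial control, above a set limit; inconclusive means no clear call, values can overlap the other calls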;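 further: capsule biogenesis inhibitors block K1F phage lysis so surviving cells raise fluorescence; higher fluorescence means more inhibition of phage lysis; actives were called in the ten point dose series up to 300 µM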
SV40 large T antigen = SV40 large T antigen inhibitors, biochemical (AID 1903) | SV40 large T antigen ATPase/helicase inhibition assay; higher % means a stronger effect | one-dose inhibition, % at 20 µM; IC50 in µM for titrated hits | 310,000 tested, 0.39% active; in the data active means a potency from the dose series; inconclusive means inhibition mostly from about 32% at the one dose, without a potency; inactive means the rest, 99 in 100 with inhibition below about 32%; further: strong numbers were not always called active
RSV antiviral HEp-2 = RSV antiviral activity via CPE protection, HEp-2 cells, primary 10 µM value included (AID 2391); HEp-2 cells, RSV-induced CPE inhibition; higher % means a stronger effect; one-dose CPE inhibition, % at 10 µM; IC50 in µM for titrated hits; 310,000 tested, 0.13% active; in the data active means a potency from the dose series; inconclusive means CPE inhibition mostly from about 23% at the one dose, without a potency; inactive means the rest, 99 in 100 with CPE inhibition below about 21%; further: strong numbers were not always called active
TNAP activation fold = human TNAP enzyme activators, primary screen, biochemical, luminescent, no phosphate acceptor, uHTS (AID 1001); 200,000 tested, 0.03% active; activation fold at 20 µM; hits with a dose series show EC50 in µM; Alkaline phosphatase, tissue-nonspecific isozyme (Homo sapiens); purified TNAP, luminescent activation assay, no phosphate acceptor; higher activation fold means a stronger effect; in the data active means activation fold from about 3, or a potency from the dose series; inactive means the rest, 99 in 100 with activation fold below about 1.6; further: many of its hits are not listed in these tables
Salmonella PhoP GFP = inhibitors of PhoP regulon expression, primary screen, Salmonella Typhimurium, GFP reporter (AID 1863) | S. Typhimurium PhoP-regulated promoter GFP reporter, 4 h; higher % means a stronger effect | one-dose inhibition, % at 50 µM; IC50 in µM for titrated hits | 300,000 tested, 0.16% active;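 active means inhibition over 29.93%, a cutoff 3 SD above the screen mean, later confirmed by dose response; inconclusive means inhibition over 29.93% but no dose response follow-up; inactive means inhibition at most 29.93% or unconfirmed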;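 further: 0% = low Mg2+ inducing control and 100% = high Mg2+ repressing control; strong numbers were not always called active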
MgcRacGAP inhibition = MgcRacGAP GTPase-activating activity inhibitors, confirmation, biochemical, ADP Hunter fluorescence; MgcRacGAP-stimulated Rac1 GTP hydrolysis, ADP Hunter fluorescence; higher % means a stronger effect; GST-tagged Rac1 F28L mutant substrate; 340,000 tested, 0.6% active; AID 624330, 2012; Rac GTPase-activating protein 1 (Homo sapiens); one-dose inhibition, % at 30 µM; IC50 in µM for titrated hits;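 active means first-screen hits whose inhibition reached a set limit at any dose in the follow-up dose series; inconclusive means inhibition above the set first-screen limit but never retested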;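 further: fluorescence reports GDP produced by GAP-driven GTP hydrolysis; strong numbers were not always called active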
NTR1 ag = agonists of NTR1, primary screen, imaging, U2OS cells, beta-arrestin-GFP, high content (AID 493036); Neurotensin receptor type 1 (Homo sapiens), P30989; NTR1-U2OS beta-arrestin-GFP spot imaging, agonist mode; activation, % at 20 µM; 330,000 tested, 0.17% active;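 active means activation at or above 40% of the spot to cytoplasm intensity ratio, with at least 20 cells analyzed; inconclusive means wells under 20 cells, flagged as cytotoxic or low count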;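 further: 0% = DMSO without peptide and 100% = 100 nM NTR1 peptide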
Target sequence (P30989 whole entry, looked up): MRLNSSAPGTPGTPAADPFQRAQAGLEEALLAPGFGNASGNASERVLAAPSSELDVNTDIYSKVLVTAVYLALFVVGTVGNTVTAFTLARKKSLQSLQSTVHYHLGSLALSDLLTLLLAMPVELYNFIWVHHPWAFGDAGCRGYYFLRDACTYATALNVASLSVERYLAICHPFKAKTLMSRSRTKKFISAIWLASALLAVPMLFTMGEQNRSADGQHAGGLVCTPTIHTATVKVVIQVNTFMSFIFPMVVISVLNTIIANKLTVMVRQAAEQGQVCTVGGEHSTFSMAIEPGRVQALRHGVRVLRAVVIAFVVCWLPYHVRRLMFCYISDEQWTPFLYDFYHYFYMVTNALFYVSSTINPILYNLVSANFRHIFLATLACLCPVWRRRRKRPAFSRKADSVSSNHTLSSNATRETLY
Myeloid diff MLP = induction of myeloid progenitor differentiation, primary screen, cell-based, flow cytometry, MLPCN library. ER-HoxA9 myeloid progenitors, lysozyme-GFP differentiation. calls only at 10 µM. 360,000 tested, 1% active;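 active means normalized GFP-positive differentiation at or above the plate's own cutoff, the solvent-only control mean plus 3 SD; inconclusive means no clear call, values can overlap the other calls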;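 further: cells exposed to compound for four days before flow analysis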
T cell modulator vesicle-bound % = recorded beside T cell modulator, whose call it bears; double positive events, %; measured here: CD8+ vesicle-bound cell fraction;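 binding gate set so that unloaded-vesicle control wells show 10% double positive cells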
NTR1 ag cell count 20 µM = recorded beside NTR1 ag, whose call it bears; cell count; measured here: cell count, cytotoxicity flag
Myeloid diff MLP GFP+ MAC1+ % = recorded beside Myeloid diff MLP, whose call it bears; GFP+ MAC1+ double positive, %; measured here: differentiation confirmed by MAC1 staining
Starred values were filed as active, the others as inactive; i = inactive; ? = inconclusive; / = no result given; [ ] = remark or other dose.

SMILES	T cell modulator	T cell modulator vesicle-bound %	K1F lysis inhibition	SV40 large T antigen	RSV antiviral HEp-2	TNAP activation fold	Salmonella PhoP GFP	MgcRacGAP inhibition	NTR1 ag	NTR1 ag cell count 20 µM	Myeloid diff MLP	Myeloid diff MLP GFP+ MAC1+ %
COc1cccc(C(=O)Nc2sc3c(c2C(=O)O)CCCC3)c1	i	24	-2.0%[50 µM]	-7%	15%	/	-2%	13%	2.3	83	i	0.1
CC1CCCC(NC(=O)Cn2cc(Br)ccc2=O)C1C (centres undefined)	i	7	0.5%[50 µM]	/	/	/	/	2%	-0.5	41	i	1.3
COc1ccc(-n2ncc3c2CC(C)(C)CC3NC(=O)c2ccnn2C)cc1 (centres undefined)	i	10	0.1%	/	1.8%	/	-4%	6%	0.3	76	i	0.7
Cc1cc(=O)oc2cc(O)c(N=Nc3ccccc3)cc12	i	44	0.2%	5%	-0.3%	/	1%	5%	5.8	59	i	0.2
Cc1cccc(NC(=O)C(=O)NCCCN2CCOCC2)c1	i	40	0.4%	5%	-1.3%	1	3%	3%	-0.3	27	i	0.7
Cc1ccc(CNc2ncccc2-c2nc3cc(Cl)ccc3o2)cc1	i	10	0.6%	-3%	2.6%	1.2	3%	3%	-0.4	58	i	2.1
CCN(CC(=O)Nc1cc(C)on1)CC(=O)Nc1ccccc1C(F)(F)F	i	30	0.3%[50 µM]	/	0.4%	/	/	5%	-1.6	85	i	1.8
COc1ccc2c(CN3CCN(S(=O)(=O)c4cccs4)CC3)cc(=O)oc2c1	i	36	4.5%	8%	?	0.9	-4%	12%	0.8	74	i	1.1
Cc1c(C(=O)NCc2cccnc2)oc2ccc(S(=O)(=O)N3CCC4(CC3)OCCO4)cc12	i	8	3.8%	4%	1.0%	1.1	-3%	5%	2.7	63	i	2.4
CCC(Cc1ccccc1)NC(=O)C1CCCCC1 (centres undefined)	i	16	0.2%	1%	-0.1%	/	5%	-6%	-0.2	54	i	0.3
COC(=O)c1c(C)nc2nonc2c1N	i	24	0.2%	-1%	3.2%	1	2%	3%	-1.2	33	i	0.4
COc1ccc(NC(=O)CN(C)C(=O)CCCN2C(=O)c3cccc4cccc(c34)C2=O)cc1	i	50	0.0%[50 µM]	-13%	2.4%	/	-2%	10%	0.0	46	i	1.2
CCOC(=O)N1CCN(C(=O)c2cnc3n(c2=O)CCS3)CC1	i	36	3.1%	-7%	0.8%	1.1	1%	9%	-1.4	60	i	0.6
COc1ccc(C(=O)N2CCN=C2SCc2cccnc2)c(OC)c1	i	55	1.5%	11%	-1.4%	1.2	-1%	6%	-2.0	64	i	2.0
Cc1ccc2c(CN3CCN(Cc4ccccc4)CC3)cc(=O)oc2c1	i	30	0.7%[50 µM]	-2%	-0.4%	/	7%	/	0.1	90	i	0.8
C/C=C/c1ccc(OCC(=O)OCc2csc(CC(=O)Nc3ccccc3C)n2)c(OC)c1	i	41	0.0%	9%	1.4%	/	-2%	6%	1.1	62	i	0.4
CC(C)(C)OC(=O)N1CCOCCOCCN(C(=O)OC(C)(C)C)CCOCCOCC1	i	19	4.1%	6%	0.1%	1	1%	2%	-0.6	79	i	1.0
COc1ccc(Cc2nn[nH]n2)cc1	i	16	0.5%	16%	0.3%	1.1	-34%	6%	-1.6	90	i	0.5
CCNC(=O)c1ccc(C2SCC(=O)N2Cc2ccco2)cc1 (centres undefined)	i	39	3.5%	10%	0.1%	1	-5%	6%	-1.2	105	i	0.3
O=C(CN1C(=O)C(c2ccccc2)Oc2cccnc21)NCc1ccccc1F (centres undefined)	i	11	0.3%	8%	3.3%	/	-4%	8%	-0.4	55	i	6.0
Cc1cccc(N2CCN(S(=O)(=O)c3ccc4c(c3)NC(=O)CO4)CC2)c1C	i	3	-0.3%	7%	11%	/	-1%	-1%	8.5	76	i	1.2
CC1(C)CC(NCCC(c2ccccc2)c2ccco2)CCO1 (centres undefined)	i	53	0.1%	7%	-1.2%	/	-4%	6%	2.8	63	i	0.6
COc1ccc(NC(=O)CCC2CCCC2)cc1OC	i	55	-0.9%	3%	3.0%	1	8%	5%	-1.4	59	i	0.4
O=C(CSc1nc2ccccc2c2c1CCCC2)N1CCOCC1	i	7	0.3%	15%	13%	/	4%	6%	2.2	51	/	/
Cc1cc(C)c(N2C(=O)C3C4CC(=O)C(c5ccccc54)C3C2=O)c(C)c1 (centres undefined)	i	38	-0.1%	9%	0.6%	/	-3%	0%	0.5	58	i	0.1
C=CCNC(=S)NNC(=O)c1cccnc1	i	44	1.2%	17%	1.0%	/	-10%	5%	0.3	51	i	0.3
COc1ccccc1OCC(=O)N1CCCC(Nc2ccc(F)c(F)c2)C1 (centres undefined)	i	66	0.1%	11%	3.1%	/	-6%	7%	1.5	63	i	1.0
Cc1ccccc1N1CC(O)(c2cccs2)[N+]2=C1CCCC2 (centres undefined)	i	42	0.0%	1%	-1.5%	1.1	3%	9%	-1.5	54	i	0.3
CCCCNC(=O)COC(=O)CNC(=O)c1cc(Cl)cc([N+](=O)[O-])c1	i	36	0.1%	7%	1.5%	1.1	0%	10%	3.0	37	i	0.6
C/C(=C\C(=O)c1ccccc1)Nc1ccc(O)cc1	i	42	0.5%	28%	2.2%	1.1	7%	20µM*	0.6	75	i	0.7
CC1CC(C)CN(S(=O)(=O)c2cccc(C(=O)N3CCN(c4ccc(F)cc4)CC3)c2)C1 (centres undefined)	i	34	0.2%[50 µM]	/	4.0%	/	/	0%	7.5	61	i	0.6
O=C1Nc2cc(C(=O)NCCCN3CCCC3)ccc2S/C1=C\c1ccccc1	i	14	0.7%	8%	-1.9%	/	-12%	14%	12	46	i	6.0
N/C(=N\OC(=O)c1ccccc1)c1ccccn1	i	55	0.4%	/	0.8%	1	/	7%	-0.1	83	i	0.2
O=C(OCc1nc2ccccc2[n+]([O-])c1C(=O)c1ccccc1)c1cccnc1	i	36	2.0%	10%	/	/	7%	10%	-1.4	43	i	0.4
N#Cc1ccc(Oc2cccc(C(=O)O)c2)cc1C#N	i	28	0.1%	4%	1.5%	1.1	6%	0%	-0.3	77	i	0.3
COc1ccc(-n2ccc(=O)c(C(=O)O)n2)cc1	i	51	0.3%	21%	3.7%	/	5%	4%	2.8	91	i	0.5
CCCCCOc1ccc(C(=O)CCC(=O)NC(C)c2ccc(S(N)(=O)=O)cc2)cc1 (centres undefined)	i	36	0.8%	/	/	/	/	17%	0.3	64	i	1.7
Cc1cc(=O)[nH]c2c(C)cc(S(=O)(=O)N3CCCCC3)cc12	i	27	0.0%	16%	1.4%	/	-7%	10%	0.5	49	i	0.3
FC(F)(F)c1cccc(-c2ccc(-c3csnn3)o2)c1	i	16	0.2%	1%	5.5%	1.1	-9%	2%	-0.3	76	i	0.5
O=c1[nH]c(CSc2ccccn2)nc2c1cnn2-c1ccccc1	i	47	0.8%	0%	1.7%	1.1	9%	6%	3.9	59	i	0.5

Structures from the list above containing an aryl thioether with sulfur outside any ring, in the order listed:
SMILES	T cell modulator	T cell modulator vesicle-bound %	K1F lysis inhibition	SV40 large T antigen	RSV antiviral HEp-2	TNAP activation fold	Salmonella PhoP GFP	MgcRacGAP inhibition	NTR1 ag	NTR1 ag cell count 20 µM	Myeloid diff MLP	Myeloid diff MLP GFP+ MAC1+ %
O=C(CSc1nc2ccccc2c2c1CCCC2)N1CCOCC1	i	7	0.3%	15%	13%	/	4%	6%	2.2	51	/	/
O=c1[nH]c(CSc2ccccn2)nc2c1cnn2-c1ccccc1	i	47	0.8%	0%	1.7%	1.1	9%	6%	3.9	59	i	0.5

(further entries)
SMILES	T cell modulator	T cell modulator vesicle-bound %	K1F lysis inhibition	SV40 large T antigen	RSV antiviral HEp-2	TNAP activation fold	Salmonella PhoP GFP	MgcRacGAP inhibition	NTR1 ag	NTR1 ag cell count 20 µM	Myeloid diff MLP	Myeloid diff MLP GFP+ MAC1+ %
CCC(C)NC(=O)C1CCN(S(=O)(=O)CC)CC1 (centres undefined)	i	25	1.3%[50 µM]	3%	1.0%	1.1	1%	1%	-0.6	51	i	6.8
O=C1C=C(c2ccc(Oc3ccccc3)cc2)C[C@@H](c2ccc(F)cc2)C1	i	35	1.6%	/	1.1%	/	/	11%	2.5	65	i	1.0
CCOc1ncccc1C(=O)OCC(=O)NCCCc1ccccc1	i	41	0.9%[50 µM]	/	/	/	/	-1%	-1.0	67	i	1.3
Cc1cccc(N(C(=O)c2snc(C(N)=O)c2N)C(C(=O)NCC2CCCO2)c2c[nH]c3ccccc23)c1 (centres undefined)	i	43	0.1%	0%	11%	/	1%	3%	2.5	45	i	1.6
Cc1c(NC(=O)CSc2nnnn2-c2ccc(C(=O)O)cc2)c(=O)n(-c2ccccc2)n1C	i	47	-3.0%	19%	0.5%	1.1	0%	0%	0.8	56	i	0.7
CCOC(=O)C1=C(CSc2nc3c(cc2C#N)CN(C)CC3)OC(N)=C(C#N)C1c1ccc(F)cc1 (centres undefined)	i	62	-0.1%	21%	2.7%	1	-9%	9%	-0.1	56	i	0.3
CCSc1nnc(CNc2ccc(F)cc2)n1CC1CCCO1 (centres undefined)	i	49	-0.4%	11%	5.2%	1.2	-4%	-12%	-1.3	89	i	1.6
CCCOC(=O)CN1C(=O)c2ccccc2C1=O	i	29	-0.1%	4%	1.8%	1	-6%	-1%	0.4	42	i	2.8
COc1ccc(C(=O)N/C(=C\c2ccccc2)C(=O)NC(CC(C)C)C(=O)O)cc1 (centres undefined)	i	55	-0.1%	18%	0.8%	1.1	-5%	12%	1.2	108	i	0.1
CC(C)[C@H](NC(=O)c1ccccc1F)C(=O)Nc1ccc2c(c1)OCO2	i	16	0.5%[50 µM]	/	-1.4%	/	/	4%	-1.6	62	i	1.1
CCCCc1ccc(NC(=O)NCc2ccccn2)cc1	i	9	0.1%	11%	3.9%	/	-6%	-2%	-0.2	61	i	0.7
Cc1ccc2nc(SCC(=O)NCCc3ccccc3)nc(=O)n2c1	i	44	1.3%[50 µM]	3%	0.8%	/	-7%	3%	1.6	57	i	1.7

Assay outcomes: PubChem BioAssay, several laboratories
